Gal4-VP16 FLuc = VP16 counterscreen qHTS for inhibitors of ROR gamma transcriptional activity | AID 2546, 2010 | hit rate 3.5% among 310,000 | Drosophila S2 Gal4-VP16 UAS-luciferase, luminescence, 20 h | Potency, µM (titrated, usually from 53.6 µM), for the others: at the highest dose activity, negative = inhibition, actives largely listed as inhibitors;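 also: Gal4-VP16 expression switched on by copper sulfate through the metallothionein promoter; potency is read from the fitted curve at half-maximal effect; % is scaled to controls: 0 for no effect and ±100 for the full control effect; nearly all actives have a fitted effect of over 50% in size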
Rab9 prom act = qHTS Assay for Rab9 Promoter Activators; Potency, µM (doses to about 9.22 µM), for the others: at the highest dose activation, negative = inhibition, most hits filed as activators; AID 485297, 2010; hit rate 2.8% among 320,000; Huh7 Rab9 promoter-luciferase reporter, luminescence, 24 h; also: potency is read from the fitted curve at half-maximal effect; % of control where 0% means no effect; nearly all actives have a fitted effect of over 60% in size
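Cells were plated at 1500 per well in reduced-serum medium with 10% FBS and left 2 h. Compound in DMSO was then added for 24 h at 37 °C. Reporter signal was read by luminescence after 10 min with luciferase detection reagent.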
FLuc modulator = qHTS profiling assay for firefly luciferase inhibitor/activator using purifed enzyme and Km concentrations of substrates (counterscreen for miR-21 project) | Luciferin 4-monooxygenase (Photinus pyralis), P08659 | purified FLuc, Km substrates, luminescence inhibition | Potency, µM (highest dose often 57.5 µM), for the others: at the highest dose activity change, negative = inhibition, usual class: inhibitors | hit rate 6.9% among 360,000 | AID 588342, 2011;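 also: potency is read from the fitted curve at half-maximal effect; plate controls were vehicle for no effect and reference inhibitor for full effect; nearly all actives have a fitted effect of over 55% in size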
Target sequence (P08659 whole entry, looked up): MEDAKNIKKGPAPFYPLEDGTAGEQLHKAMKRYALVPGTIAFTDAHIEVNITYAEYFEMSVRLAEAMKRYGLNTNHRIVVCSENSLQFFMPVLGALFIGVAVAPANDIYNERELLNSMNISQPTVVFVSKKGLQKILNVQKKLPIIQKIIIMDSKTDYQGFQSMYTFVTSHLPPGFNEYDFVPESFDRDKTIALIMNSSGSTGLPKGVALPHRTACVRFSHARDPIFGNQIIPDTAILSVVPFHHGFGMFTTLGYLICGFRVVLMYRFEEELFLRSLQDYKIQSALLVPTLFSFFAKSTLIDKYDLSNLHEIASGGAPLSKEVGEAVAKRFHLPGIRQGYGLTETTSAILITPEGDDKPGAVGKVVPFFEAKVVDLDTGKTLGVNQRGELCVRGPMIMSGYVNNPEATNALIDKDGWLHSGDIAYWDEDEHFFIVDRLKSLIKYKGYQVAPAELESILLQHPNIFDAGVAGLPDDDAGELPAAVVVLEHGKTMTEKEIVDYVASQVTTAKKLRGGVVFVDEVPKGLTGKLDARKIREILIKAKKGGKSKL
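Biochemical qHTS of compounds, final roughly 60 µM downward over six points, against 10 nM purified firefly luciferase using Km concentrations of substrates (10 uM D-luciferin, 10 uM ATP) in Tris acetate pH 7.5 buffer; luminescence output.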
Tb PFK inh = qHTS Assay to Find Inhibitors of T. brucei phosphofructokinase. hit rate 0.17% among 330,000. ATP-dependent 6-phosphofructokinase (Trypanosoma brucei brucei), O15648. AID 485367, 2010. Potency, µM (titrated, usually from 57.5 µM), inactives show at the highest dose activity, negative = inhibition, actives largely listed as inhibitors. T. brucei PFK, ADP-Glo luminescence;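 also: potency is read from the fitted curve at half-maximal effect; 0% = uninhibited 1x PFK enzyme wells and -100% = no-enzyme wells; nearly all actives have a fitted effect of over 60% in size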
Target sequence (O15648 whole entry, looked up): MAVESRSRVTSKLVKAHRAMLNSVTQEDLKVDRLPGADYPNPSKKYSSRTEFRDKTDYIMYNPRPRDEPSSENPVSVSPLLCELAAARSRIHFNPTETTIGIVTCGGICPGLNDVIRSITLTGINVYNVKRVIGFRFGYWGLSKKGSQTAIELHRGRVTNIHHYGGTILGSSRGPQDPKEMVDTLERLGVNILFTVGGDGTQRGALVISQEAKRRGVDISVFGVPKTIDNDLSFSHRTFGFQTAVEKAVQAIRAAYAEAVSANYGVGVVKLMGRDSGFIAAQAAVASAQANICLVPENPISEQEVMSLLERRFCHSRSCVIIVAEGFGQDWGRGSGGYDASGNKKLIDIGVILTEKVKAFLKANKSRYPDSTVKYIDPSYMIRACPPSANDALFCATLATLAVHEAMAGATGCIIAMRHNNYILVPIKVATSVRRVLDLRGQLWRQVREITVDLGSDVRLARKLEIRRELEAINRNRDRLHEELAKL
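In TEA buffer at pH 8.0 with 5 mM MgCl2, enzyme (1.25 nM) converted F6P (0.5 mM) and ATP (0.1 mM) for 45 min at room temperature. ADP product was read by luciferase luminescence.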
TRPV1 ag = HTS Assay for Compounds that Act as Agonists of the Vanilloid Receptor 1; Transient receptor potential cation channel subfamily V member 1 (Homo sapiens), Q8NER1; TRPV1-expressing cells, Fluo-8 calcium influx, agonist mode; activation, % at 8.33 µM; hit rate 0.19% among 320,000; AID 540275, 2011; in the data active = activation above about 80%; inconclusive = between about 30% and that limit; also: 0% is about no effect
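Cells expressing TRPV1 were dye-loaded with Fluo-8 and read kinetically: 10 s baseline, 3 min after compound (agonist portion), then 2 min after EC20 capsaicin (allosteric enhancer portion). Calcium-bound dye fluorescence at 480/520 nm.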
NPC1 prom act = qHTS Assay for NPC1 Promoter Activators; Huh7 NPC1 promoter luciferase reporter, 24 h; Potency, µM (titrated, usually from 9.22 µM), for inactives: at the highest dose activation, hits mostly activators; hit rate 2.4% among 320,000; AID 485313, 2010;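 also: potency is read from the fitted curve at half-maximal effect; % of control where 0% means no effect; nearly all actives have a fitted effect of over 60% in size; reporter is driven by a mutant NPC1 promoter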
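Stable NPC1-promoter luciferase Huh7 line; cpd (DMSO) 24 h, 37 °C, 5% CO2; Amplite luciferase reagent 10 min RT; luminescence readout. qHTS format.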
RORg inh = qHTS for inhibitors of ROR gamma transcriptional activity | hit rate 5.4% among 310,000 | Drosophila S2 Gal4-RORgamma UAS-luciferase reporter, 20 h | AID 2551, 2010 | Potency, µM (titrated, usually from 53.6 µM), for the others: at the top dose activity change, negative = inhibition, usual class: inhibitors; also: potency is read from the fitted curve at half-maximal effect; % is scaled to controls: 0 for no effect and ±100 for the full control effect; nearly all actives have a fitted effect of over 60% in size
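Drosophila S2 cells stably expressing Gal4-DBD/mouse RORγ fusion under metallothionein promoter plus UAS-luciferase; compound 1 h, then 700 uM CuSO4 induction for 20 h at ambient temperature; inhibition read as reduced luminescence.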
p53 reactivation = qHTS assay for re-activators of p53 using a Luc reporter; hit rate 0.063% among 320,000; Potency, µM (doses to about 92.2 µM), for inactives: at the highest dose activity change, positive = activation, usual class: activators; H1299 p53-A138V BP100-luciferase reporter, luminescence, 24 h; AID 504706, 2011; also: potency is read from the fitted curve at half-maximal effect; % of control where 0% means no effect; nearly all actives have a fitted effect of over 45% in size
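p53-null H1299 cells stably carrying temperature-sensitive p53-A138V and a BP100-luciferase reporter were pinned with compounds (4-point, 1:5 series) and held 24 hrs at 37 deg C. Luminescence was read 10 min after detection reagent.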
ELG1 genotoxic = qHTS screen for small molecules that induce genotoxicity in human embryonic kidney (HEK293T) cells expressing luciferase-tagged ELG1 | HEK293T ELG1-luciferase reporter, luminescence, 16 h | Potency, µM (top dose mostly 46 µM), inactives show at the highest dose activity change, positive = activation, actives largely listed as activators | hit rate 1.3% among 330,000 | AID 504466, 2011; also: potency is read from the fitted curve at half-maximal effect; % of control where 0% means no effect; nearly all actives have a fitted effect of over 60% in size
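Quantitative HTS format in 1536-well plates. HEK293T ELG1-luciferase reporter cells receive test compound and are incubated 16 hr at 37 °C, 5% CO2; ONE-Glo added, 30 min room temperature, then luminescence read.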
ELG1 DNA repair = qHTS screen for small molecules that inhibit ELG1-dependent DNA repair in human embryonic kidney (HEK293T) cells expressing luciferase-tagged ELG1 | HEK293T ELG1-luciferase reporter, luminescence, 16 h; DNA damage induced by 5-fluorouridine | Potency, µM (highest dose often 46.1 µM), inactives show top-dose activity change, negative = inhibition, actives largely listed as inhibitors | hit rate 2.3% among 330,000; also: potency is read from the fitted curve at half-maximal effect; % is scaled to controls: 0 for no effect and ±100 for the full control effect; nearly all actives have a fitted effect of over 55% in size
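Overnight (16 hr) co-exposure of 2,000 cells/well to 5-fluorouridine and compound at 37 °C preceded detection. Luciferase was quantified via ONE-Glo luminescence; loss of signal denotes inhibition.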
BRCA1 expr up = qHTS Assay to Identify Small Molecule Activators of BRCA1 Expression. Potency, µM (doses to about 46.1 µM), for the others: at the top dose activation, most hits filed as activators. hit rate 1.1% among 380,000. AID 624202, 2012. MCF7-BRCA1-FFLuc reporter, luminescence, 48 h; response scale: scaled: vehicle 0%, 10 µM genistein 100%; also: potency is read from the fitted curve at half-maximal effect; nearly all actives have a fitted effect of over 80% in size; some results filed as inactive show a strong effect at the top dose
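MCF7-BRCA1-FFLuc cells, 2000/well in phenol-red-free MEM, attached 2 h then treated 48 h at 37 C. Luciferase luminescence read 15 min after reagent; normalized to genistein maximum activation (10microM) and DMSO, concentration-response fitted.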
The depositor's hits bear a star; ? = inconclusive; . = not tested or not shown; & = joins results of further samples; [ ] = dose if it differs, or a comment. Unless noted, calls follow the shape of the dose curve; as a rule, active = well fitted curve in the direction sought with a large enough effect; inconclusive = small, poorly fitted or top-dose-only effect, or another doubt; inactive = no such curve, though single readings can be large; an effect the other way counts as inactive or inconclusive.

SMILES	Gal4-VP16 FLuc	Rab9 prom act	FLuc modulator	Tb PFK inh	TRPV1 ag	NPC1 prom act	RORg inh	p53 reactivation	ELG1 genotoxic	ELG1 DNA repair	BRCA1 expr up
COC(=O)COc1cccc(-n2cnnn2)c1	-6%	-6%	3%	-3%	0	0%	-15%	-1%	2%	-10%	0%
CC1CCN(CC(=O)N2c3ccccc3CC2C)CC1 (stereo not given)	-9%	2%	-2%	-3%	7	-1%	40%	12%	1%	0%	-5%
CC(C)N1CCN(Cc2cccc3nonc23)CC1CCO (stereo not given)	-4%	-2%	-1%	-1%	-1	-6%	5%	-1%	5%	13%	8%
Cc1cccc(NC(=S)NC23CN4CN(CN(C4)C2)C3)c1C	3%	0%	-2%	2%	-1	-1%	-21%	-2%	2%	0%	-21%
CC1CCCCN1C(=O)c1c([N+](=O)[O-])cnn1C (stereo not given)	-6%	11%	4%	5%	-2	-3%	-44%	-1%	0%	5%	-13%
CCOC(=O)C(NC(=O)c1cccc(Cl)c1)(Nc1nnc(C)s1)C(F)(F)F (stereo not given)	-8%	-5%	-1%	3%	-3	-4%	-25%	1%	3%	6%	-23%
Cc1nn(-c2ccccc2)c(N)c1C(c1ccccc1)c1c(C)nn(-c2ccccc2)c1N	-2%	-1%	-3%	4%	2	0%	24%	8%	0%	-1%	-33%
O=C(CCCN1C(=O)/C(=C\c2ccccc2)SC1=S)Nc1ccc(O)cc1	1.8µM*	-8%	?	1%	?	-8%	2µM*	2%	-20%	?	-87%
OCn1c2ccccc2c2ccccc21	0%	-1%	-15%	-1%	-1	-2%	1%	-4%	-3%	1%	-3%
COc1cccc(-c2nc3ccc([N+](=O)[O-])cc3o2)c1	21%	2.2µM*	1.5µM*	5%	-2	?	-12%	4%	?	?	-42%
CCc1cc2c(SCC(=O)C(C#N)=C3N(C)c4ccccc4N3C)ncnc2s1	-4%	1%	0%	-10%	3	-1%	-9%	-5%	-3%	?	-20%
Cc1ccc(S(=O)(=O)N[C@H](C(=O)N2CCC(C(=O)N[C@@H](CC(=O)O)C(=O)O)CC2)C(C)C)cc1	14%	-1%	2%	1%	2	-2%	-15%	.	4%	-18%	-3%

Entries above with a nitro group on carbon (two):
SMILES	Gal4-VP16 FLuc	Rab9 prom act	FLuc modulator	Tb PFK inh	TRPV1 ag	NPC1 prom act	RORg inh	p53 reactivation	ELG1 genotoxic	ELG1 DNA repair	BRCA1 expr up
CC1CCCCN1C(=O)c1c([N+](=O)[O-])cnn1C (stereo not given)	-6%	11%	4%	5%	-2	-3%	-44%	-1%	0%	5%	-13%
COc1cccc(-c2nc3ccc([N+](=O)[O-])cc3o2)c1	21%	2.2µM*	1.5µM*	5%	-2	?	-12%	4%	?	?	-42%

Shown with two lines to a compound: 2 of the compounds above
Every second line gives: Gal4-VP16 FLuc	Rab9 prom act	FLuc modulator	Tb PFK inh	TRPV1 ag	NPC1 prom act	RORg inh	p53 reactivation	ELG1 genotoxic	ELG1 DNA repair	BRCA1 expr up
- CC(C)N1CCN(Cc2cccc3nonc23)CC1CCO (stereo not given)
→ -4%	-2%	-1%	-1%	-1	-6%	5%	-1%	5%	13%	8%
- Cc1cccc(NC(=S)NC23CN4CN(CN(C4)C2)C3)c1C
→ 3%	0%	-2%	2%	-1	-1%	-21%	-2%	2%	0%	-21%

(listing goes on)
SMILES	Gal4-VP16 FLuc	Rab9 prom act	FLuc modulator	Tb PFK inh	TRPV1 ag	NPC1 prom act	RORg inh	p53 reactivation	ELG1 genotoxic	ELG1 DNA repair	BRCA1 expr up
COc1ccccc1-n1c(SCC(=O)O)nnc1-c1ccc(S(=O)(=O)N2CCCCC2)cc1	0%	-2%	-1%	1%	0	-1%	2%	-2%	5%	0%	14%
CCOc1cc(C2NN=C(c3ccccc3)S2)ccc1OCc1ccc(F)cc1 (stereo not given)	17%	3.2µM*	6µM*	-4%	-1	?	0%	?	8.2µM*	?	61%
O=C(CN1C(=O)NC(c2ccccc2)(c2ccccc2)C1=O)N1CCN(c2ccccc2F)CC1	.	-8%	2%	0%	-1	-1%	.	-3%	-5%	-11%	-14%
Cc1cc(Nc2ccccc2)n(-c2nc3ccccc3[nH]2)n1	3.5µM*	-12%	?	-2%	23	-1%	1.6µM*	3%	-2%	-26%	-54%
COc1ccc(NC(=O)N2CCCC2C(=O)NCc2ccc(F)cc2)cc1 (stereo not given)	-7%	1%	-2%	-1%	-1	-2%	-8%	0%	3%	7%	0%
O=C(C1=C[C@@H](c2coc3ccccc3c2=O)C[C@@H](OCCCCO)O1)N1CCN(Cc2ccccc2)CC1	-2%	-1%	-3%	5%	3	1%	30%	-6%	-9%	0%	0%
Nc1ccc(CSc2ccc(Cl)cc2)cc1	25%	?	27µM*	-1%	-1	?	13%	11%	?	?	29%
O=C1CSC(c2ccccn2)N1c1ccc(Br)cc1 (stereo not given)	-9%	-1%	1%	-3%	-3	1%	2%	-3%	-4%	-42%	-1%
COc1ccnc(N=CNOCc2cccc(C(F)(F)F)c2)c1C#N	-4%	-5%	1%	-4%	21	-5%	22%	4%	8%	-4%	-33%
COc1cc(Br)c(/C=C/c2ccc3cccc(O)c3n2)cc1OC	3.2µM*	-3%[1.84 µM]	?	2%	1	17%	2.8µM*	2%	?	?	-17%
Oc1c(N=NC(=S)Nc2ccccc2F)c2ccccc2n1Cc1ccccc1Cl	6.3µM*	-2%	0%	-2%	-2	-5%	2.2µM*	-1%	-5%	-19%	-38%
CC[C@H](CO)Nc1nc(Nc2cccc(Cl)c2)c2ncn(C(C)C)c2n1	3.2µM*	-18%	-16%	5%	-4	-51%[inhibitor]	?	?	-17%	7.3µM*	-77%
CC(=O)Nc1cccc(NC(=O)C2CCCN2C(=O)Nc2cccc(F)c2)c1 (stereo not given)	-6%	10%	-7%	0%	-3	10%	6%	-4%	1%	-12%	5%
Cn1c(=O)c2c(nc(Br)n2C/C=N/NC(N)=S)n(C)c1=O	-26%	2%	0%	-7%	6	4%	5µM*	-1%	-2%	-7%	12%
CC(=O)Nc1ccc(S(=O)(=O)N(C)CC(=O)NCCOc2ccccc2)cc1	.	.	.	-5%	.	.	.	-8%	-6%	?	-13%
Cc1cc(C)c(NS(=O)(=O)c2ccc3c(c2)NC(=O)C(C)C(=O)N3)c(C)c1 (stereo not given)	6%	8%	7%	0%	-8	-2%	-10%	.	3%	-2%	-24%
Cc1cc(C)cc(OCC(=O)OCC(=O)N(C)CC(=O)Nc2ccc(F)cc2)c1	.	10%	0%	-3%	25	-3%	.	-2%	0%	0%	0%
COc1ccc(-n2c(SCC#N)nc3ccccc3c2=O)cc1	12%	-11%	-1%	13%	-4	-1%	-10%	-5%	2%	-4%	-28%
C=CCOc1ccc(CN(C)Cc2nc3cc(C(F)(F)F)ccc3c(=O)[nH]2)cc1	?	-2%	5%	0%	13	-3%	7.1µM*	-3%	-8%	-11%	-7%
O=C(/C=C/c1ccco1)NC(=S)Nc1ccc(Cl)cn1	?	2%	-5%	?	1	-2%	8.9µM*	?	?	?	20%
O=C(c1ccc(Cl)cc1)c1ccc(OCC(O)CN2CCCCC2)cc1 (stereo not given)	1%	2%	-2%	3%	-1	-9%	-21%	11%	-4%	?	-7%
O=C(COC(=O)C1CCC1)Nc1ccc(Cl)cn1	.	.	.	0%	.	.	.	15%	0%	6%	-4%
CCOC(=O)C(C)Sc1ccc2nnc(-c3ccc(F)cc3)n2n1 (stereo not given)	-14%	2%	1%	-2%	?	-2%	-41%	-32%[inhibitor]	1%	-28%	3%&5%
Cc1nc(NCc2ccccc2)sc1C(=O)Nc1ccccc1	11%	?	-16%	3%	17	?	42%	-5%	?	?	?

High-throughput results (PubChem)
